NOD2-RIPK2 inh – inhibitors of human NOD2-RIPK2 interaction | CHO BLA complementation NOD2-RIPK2, CCF4 ratio | 0.38% of 360,000 active | O43353 | inhibition, % at 4.98 µM | AID 624267; in the data active = inhibition above about 21%;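 note: 0% = vehicle only and 100% = reference blocker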
ABHD5-PLIN5 inh – ABHD5-PLIN5 protein interaction inhibition; AID 602281; Split G. princeps luciferase complementation, luminescence, 4 h; inhibition, % at 4 µM; Q00G26+Q8WTS1; 0.78% of 360,000 active;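 active = inhibition above the mean inhibition across every tested compound plus 3 SD, cut at about 22% in these data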;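 note: 0% = DMSO only wells and the 100% control is not disclosed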
LRH-1 inv ag – NR5A2 inverse agonism in reporter assay | O00482 | HEK293T StAR-luciferase reporter, LRH-1 transfected, 24 h | inhibition, % at 3.6 µM | 0.13% of 360,000 active | AID 602396;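 active = inhibition above the mean inhibition of all tested compounds plus 3 SD, cut at about 73% in these data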;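 note: 0% = DMSO wells and 100% = reporter-only cells lacking LRH-1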
EBV LMP1 NFkB – reduces LMP1-driven NF-kappaB luciferase signal | LMP1-induced NF-kappaB luciferase reporter cells, luminescence | inhibition, % at 12.5 µM | 0.69% of 350,000 active | AID 504558; in the data active = inhibition above about 41%;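 note: 0% = neutral control wells and 100% = reference inhibitor control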
NCOA1 inh – inhibits human SRC1 coactivator; HEK293 GAL4-SRC1 luciferase reporter, luminescence; inhibition, % at 3.6 µM; 0.12% of 360,000 active; AID 588354;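 active = inhibition above the campaign mean plus 3 SD, with each screening campaign given its own cutoff, cut at about 60% in these data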;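 note: 0% = DMSO treated cells and 100% = gossypol at 36 µM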
TLR9-MyD88 block – TLR9-MyD88 interaction inhibition; AID 504734; inhibition, % at 4.98 µM; Q9NR96+Q99836; CHO BLA complementation TLR9-MyD88, CCF4 FRET ratio; 0.21% of 340,000 active;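 active = inhibition above the mean over all tested compounds plus 3 SD, cut at about 21% in these data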;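 note: 0% = DMSO only wells and 100% = clavulanate BLA inhibitor control wells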
SRC3 inh – human NCOA3 inhibition; AID 588352; inhibition, % at 3.6 µM; Q9Y6Q9; 0.17% of 360,000 active; HEK293 GAL4-SRC3 luciferase reporter, luminescence;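 active = inhibition above a per-campaign cutoff, the mean of all compounds plus 3 SD, cut at about 60% in these data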;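 note: 0% = DMSO-treated cells and 100% = gossypol-treated cells at 36 µM; higher means less SRC3-driven luciferase light from the GAL4 reporter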
MC4R antagonist – antagonists of human melanocortin 4 receptor (MC4R); P32245; MC4R-expressing cells, MTII-stimulated cAMP, LANCE TR-FRET; inhibition, % at 6.5 µM; 0.48% of 360,000 active; AID 540295;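 active = inhibition above its plate's cutoff, the mean of tested wells on that plate plus 3 SD, cut at about 29% in these data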;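 note: 0% = Melanotan II alone and 100% = Melanotan II plus saturating MCL0020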
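Assay system: U2OS cells stably expressing human melanocortin 4 receptor (MC4R) / Dosing: 6.5 µM / Timing: compound 30 min, challenge 1 h, detection 1 h / Measured by: Eu-cAMP/anti-cAMP TR-FRET, emission 671 nm / Replicates: singlicate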
MC4R ag barr – activates human MC4R beta-arrestin recruitment; P32245; U2OS MC4R beta-arrestin complementation, luminescence; percent of melanotan II response, DMSO zero; activation, % at 8.9 µM; 0.98% of 360,000 active; AID 540308;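 active = activation above a per-plate cutoff, the mean activation of sample wells on that plate plus 3 SD, cut at about 8% in these data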
NCOA2 inhibitor – inhibits human steroid receptor coactivator 2. Q15596. HEK293 GAL4-SRC2 luciferase reporter, luminescence. inhibition, % at 9 µM. 0.17% of 370,000 active;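 active = inhibition above the mean inhibition of all tested compounds plus 3 SD, set per campaign, cut at about 52% in these data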;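 note: 0% = DMSO treated cells and 100% = cells given Gossypol at 36 µM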
Target sequence (Q15596 whole entry, looked up, the tested form may be a part): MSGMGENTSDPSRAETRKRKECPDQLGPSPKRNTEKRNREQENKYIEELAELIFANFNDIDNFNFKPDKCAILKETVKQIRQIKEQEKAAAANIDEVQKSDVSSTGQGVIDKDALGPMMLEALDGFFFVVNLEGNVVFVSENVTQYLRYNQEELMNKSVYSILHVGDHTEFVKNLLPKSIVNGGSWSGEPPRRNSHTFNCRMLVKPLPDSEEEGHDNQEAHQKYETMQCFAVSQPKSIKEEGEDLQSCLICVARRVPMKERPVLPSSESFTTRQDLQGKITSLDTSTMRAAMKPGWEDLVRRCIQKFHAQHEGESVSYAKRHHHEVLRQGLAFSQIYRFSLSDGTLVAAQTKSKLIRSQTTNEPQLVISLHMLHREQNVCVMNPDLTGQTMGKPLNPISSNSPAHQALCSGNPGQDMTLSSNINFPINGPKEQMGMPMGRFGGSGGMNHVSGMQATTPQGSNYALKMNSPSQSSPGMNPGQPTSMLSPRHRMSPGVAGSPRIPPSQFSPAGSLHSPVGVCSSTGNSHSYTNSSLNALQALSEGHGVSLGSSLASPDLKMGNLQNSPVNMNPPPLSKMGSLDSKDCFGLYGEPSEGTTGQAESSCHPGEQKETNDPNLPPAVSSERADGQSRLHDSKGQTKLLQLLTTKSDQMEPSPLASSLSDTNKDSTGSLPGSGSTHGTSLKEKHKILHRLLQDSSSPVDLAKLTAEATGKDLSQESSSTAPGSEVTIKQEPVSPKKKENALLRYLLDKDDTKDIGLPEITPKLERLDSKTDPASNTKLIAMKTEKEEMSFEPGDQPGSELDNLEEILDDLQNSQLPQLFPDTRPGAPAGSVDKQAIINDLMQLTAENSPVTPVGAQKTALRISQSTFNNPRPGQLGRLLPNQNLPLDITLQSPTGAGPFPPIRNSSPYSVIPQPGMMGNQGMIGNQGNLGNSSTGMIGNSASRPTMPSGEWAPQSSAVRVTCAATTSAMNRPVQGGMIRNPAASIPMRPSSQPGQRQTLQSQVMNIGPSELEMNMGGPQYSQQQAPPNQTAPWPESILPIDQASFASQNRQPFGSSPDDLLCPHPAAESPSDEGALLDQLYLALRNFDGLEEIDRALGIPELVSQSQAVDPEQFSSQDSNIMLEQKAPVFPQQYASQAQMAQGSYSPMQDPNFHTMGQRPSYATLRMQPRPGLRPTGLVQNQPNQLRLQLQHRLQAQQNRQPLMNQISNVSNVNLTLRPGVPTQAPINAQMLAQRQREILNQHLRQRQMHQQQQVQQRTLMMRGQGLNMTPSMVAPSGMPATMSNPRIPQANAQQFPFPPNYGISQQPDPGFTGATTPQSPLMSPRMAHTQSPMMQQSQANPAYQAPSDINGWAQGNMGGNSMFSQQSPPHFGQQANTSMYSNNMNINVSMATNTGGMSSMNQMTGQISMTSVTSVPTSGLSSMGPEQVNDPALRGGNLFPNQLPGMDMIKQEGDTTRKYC
NR2F2 inh – inhibitors of human COUP-TFII (NR2F2); P24468; HEK293T NGFI-A luciferase reporter, luminescence; inhibition, % at 8.6 µM; 0.7% of 370,000 active; AID 686940;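 active = inhibition above a per-plate cutoff, mean inhibition of test wells between control levels plus 3 SD, cut at about 38% in these data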;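 note: cells cotransfected with COUP-TFII expression vector driving the NGFI-A reporter; 0% = median of COUP-TF2 test wells and 100% = reporter-only cells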
An asterisk follows results filed as active; · = no result given. An excerpt; the hit share may differ from the screen's.

Molecule,NOD2-RIPK2 inh,SRC3 inh,NR2F2 inh,NCOA1 inh,NCOA2 inhibitor,EBV LMP1 NFkB,TLR9-MyD88 block,MC4R ag barr,ABHD5-PLIN5 inh,MC4R antagonist,LRH-1 inv ag
Cc1nnc(NC(=O)CC(C)c2ccccc2)s1 (configuration not stated),0,-7,4,8,-5,1,-1,-0.6,2,11,6
COc1ccc(CCNC(=S)c2ccccc2)cc1OC,-2,20,38*,-1,-1,5,-3,-0.2,6,7,15
N#CCCN(NC(=O)OCc1ccccc1)C(=O)OCc1ccccc1,8,-15,5,-4,13,-3,-5,-0.4,-1,6,-22
COc1ccc(-c2c(C)nn3c(N4CCC(C(=O)N5CCCCC5)CC4)cc(C)nc23)cc1OC,-9,-3,-5,-3,4,1,7,-0.9,5,8,30
Cc1nn(-c2ccccc2)c(C)c1C1C(C#N)=C(N)Oc2n[nH]c(C)c21 (configuration not stated),2,13,2,-5,-21,4,-1,0.7,-1,1,19
CCOC(=O)C1CCN(C(=O)c2sc3ncn(CC(=O)N4CCCCC4)c(=O)c3c2C)CC1,-2,6,1,-3,1,-8,0,-2.3,-5,7,12
CCOC(=O)C1(CCc2ccccc2)CCN(C(=O)C(C)n2cncn2)CC1 (configuration not stated),0,11,17,9,-9,-2,13,-1.1,-3,15,-6
COc1ccc(NC(=O)c2cc(C3CCCCN3C(=O)OCc3ccccc3)on2)c(C)c1 (configuration not stated),-1,7,8,-1,20,·,·,-2.8,1,-3,-16
CS(=O)(=O)N(CCC#N)Cc1ccc(C=O)o1,0,-7,14,-2,-20,-6,2,-1.6,-5,-10,0
CCCN(C(=O)c1nc2nccc(C)n2n1)c1c(N)n(Cc2ccccc2)c(=O)[nH]c1=O,-4,-28,9,-6,-14,8,0,-3.9,-8,17,-6
COc1ccc(CNC(=O)Cn2nc(Cc3cccnc3)c3ccccc3c2=O)cc1,2,-45,16,-3,-26,2,1,-0.3,-7,3,9
O=C(NCc1cccs1)c1csc(COCCO)n1,-12,9,1,4,13,·,·,-0.9,-3,0,-4
Cc1cc(C)c(C(=O)COC(=O)c2cccnc2Cl)c(C)c1,2,-7,-20,3,-29,5,-13,-0.8,1,5,4
COC(=O)CC1COc2ccccc2N1C(=O)c1cc(OC)c(OC)c(OC)c1 (configuration not stated),-9,-7,-8,-7,18,0,0,-0.2,6,2,9
CCOc1cccc2c1OC1(C)CC2NC(=O)N1c1cccc(F)c1 (configuration not stated),-14,-6,14,-6,-4,7,3,-2.5,0,7,18
COc1ccc(OC)c(C2C(C(=O)Nc3nc4ccccc4s3)=C(C)NC3=C2C(=O)CCC3)c1 (configuration not stated),-8,-7,4,-17,3,-11,-19,-2.8,9,33*,-7
CCOC(=O)C(CN1CCCC1)c1ccccc1 (configuration not stated),-2,8,-2,-5,-20,-2,-1,-1.4,-2,7,-8
CC1Cn2c(nnc2-c2ccccc2O)S1 (configuration not stated),-7,19,3,7,-7,5,-4,1.3,3,1,18
O=C(CN1CCOCC1)Nc1c(C(=O)C2CC2)oc2ccccc12,-5,-6,-12,-12,22,-5,-3,-1.0,-5,-1,21
CS(=O)(=O)Nc1ccc(C2=NN(C(=O)c3ccco3)C(c3ccc(F)cc3)C2)cc1 (configuration not stated),-9,4,-14,24,6,11,-1,-1.3,2,4,11
CN1C(=O)[C@H]2[C@@H](/C=C/c3ccccc3)N3C(=O)CN(Cc4ccc(-c5ccccc5)cc4)C(=O)[C@@]3(Cc3ccccc3)[C@H]2C1=O,-3,-14,7,-7,-6,11,-3,-0.1,1,1,-2
CC(C)N(C)c1ncnc2c1ncn2[C@H]1CN(Cc2ccc3c(c2)OCO3)C[C@@H](CO)O1,4,-9,-12,7,9,·,·,-2.6,4,-1,8
COc1ccc(C2/C=C\CN(C(=O)C3CC3)CC(=O)N2Cc2ccc(F)cc2)cc1 (configuration not stated),3,-6,4,-5,-1,-2,4,-1.3,3,0,-39
Cc1ccc(NC(=S)NN(C)c2nc(C)cnc2C)cc1,-2,14,8,-5,11,-7,5,-1.2,-2,0,4
Cc1ccc(C)c(Cc2c(C)nc3c(C(=O)N4CCOCC4)cnn3c2C)c1,2,-10,-3,-18,-10,5,-6,0.9,-6,18,-38
Cc1ccc2nc(N3CCN(c4ccccc4F)CC3)c(C=O)c(=O)n2c1,1,19,8,22,-9,6,5,0.1,4,1,19
CC(C)CNS(=O)(=O)c1ccc(CCC(=O)N2CCCC2)cc1,1,14,-8,-1,-42,4,-6,-1.0,9,-3,-5
CCCNC(=O)c1cc(C2CCCCN2S(C)(=O)=O)on1 (configuration not stated),-6,-17,9,-4,-21,·,·,-0.4,-3,4,-16
CCOc1cc(/C=N\NC(=O)OC)ccc1OC(=O)c1ccco1,-9,9,-2,2,2,-2,5,-1.2,3,-5,9
COc1ccc(NC(=O)c2cc(C)nc3ccccc23)cc1S(=O)(=O)N1CCOCC1,-1,7,-5,9,3,-2,7,-1.8,4,0,8
O=C(CCc1ccc(S(=O)(=O)N2CCOCC2)cc1)N/N=C/c1ccc(F)cc1F,-12,22,9,9,-23,-3,-2,-0.7,6,-4,2
O=C(NCc1ccccc1)c1cccc(NC(=O)C2CCCC2)c1,3,-7,-26,-11,-3,-2,-5,-0.6,-4,11,13
Cc1cc(C)n2nc(C(=O)N3CCN(c4ccc([N+](=O)[O-])cc4)CC3)nc2n1,-4,25,23,19,-15,0,10,0.4,-1,15,9
CCn1c(SCC(=O)N/N=C/c2cc(OC)c(O)c(OC)c2)nc2ccccc21,-2,7,7,-6,19,-6,6,-3.1,1,6,10
Cc1ccc(S(=O)(=O)N2C[C@H]3n4c(=O)ccc(=O)n4C[C@H](OC(=O)NCc4ccco4)[C@@]3(O)C2)cc1,1,-11,-5,7,15,0,9,1.1,8,5,-1
COc1ccc(CCNC(C(=O)Nc2cc(C)cc(C)c2)c2ccccc2)cc1 (configuration not stated),11,3,-5,7,8,0,-2,-3.4,-2,13,12
O=C(O)C(c1ccccc1)C(c1ccccc1)c1ccccc1 (configuration not stated),-6,11,15,-5,6,5,-5,-0.3,4,3,-7
Cc1nnc(NC(=O)c2ccc(S(=O)(=O)N(C)c3ccccc3)cc2)s1,-10,-4,15,-18,-17,-3,-18,-0.4,-9,10,11
O=C(Nc1ccc2oc(-c3ccncc3)nc2c1)c1ccccc1,-11,-4,6,-25,-2,4,6,-0.1,-3,-2,10
C/C(N)=C(/C#N)C(=O)COC(=O)c1cc(S(=O)(=O)N2CCCCC2)ccc1C,-5,12,7,-12,11,11,-4,-1.7,2,4,-2
COc1ccccc1C(=O)NCCc1c(C)[nH]c2c(C)ccc(F)c12,5,18,13,-6,20,0,3,-4.5,5,8,-6
CC(C)N=Cc1c(O)[nH]c2ccccc12,-2,-4,-3,-4,7,3,-4,-0.9,-7,0,4
Cc1cc(N2CCC(C)CC2)nc(-c2ccccc2O)n1,-2,20,-4,8,-15,3,-5,3.1,-13,15,14
CCCNC(=O)C1(C)CCCN(Cc2ccc(-c3ccccn3)cc2)C1 (configuration not stated),4,6,-13,6,3,·,·,-0.1,2,0,11
CCc1ccc2c(c1)C(c1ccc(N3CCOCC3)cc1)=NNC(c1ccncc1)=N2,-2,7,11,3,2,-8,9,-2.4,8,-3,1
O=C(Cc1ccccc1)c1ccccn1,-10,-5,15,-6,5,-6,-12,-2.2,-7,-1,-10
CN1CCN(Cc2nc3ccccc3c(=O)n2Cc2nc(-c3cccc([N+](=O)[O-])c3)cs2)CC1,-7,-5,-6,-2,-7,9,·,0.8,0,15,19
Cn1c2ccccc2c(=O)c2c(=O)n(Cc3ccccc3)c(-c3ccc(F)cc3)nc21,-2,29,12,5,10,-14,-4,1.2,4,-1,4
Cn1c(=O)c2c(nc(NCCNC(=O)c3ccco3)n2Cc2ccccc2)n(C)c1=O,0,9,5,-10,1,2,-4,-1.3,10,16,11
Cc1ccc(C(=O)N/N=C/c2sc(=O)n(Cc3cccc(C(=O)O)c3)c2Cl)cc1,-4,-11,-6,-30,-7,4,-4,-1.5,4,11,5
COc1ccc(NC(=O)C2CCCN(S(=O)(=O)c3c(C)[nH]c(=O)[nH]c3=O)C2)cc1OC (configuration not stated),-7,4,0,0,-28,1,1,-1.6,0,-5,7
O=C(N[C@H]1C/C=C\C[C@@H](CC(=O)N(CCO)Cc2ccccc2)C(=O)NC[C@H](c2ccccc2)OC1=O)OCC1c2ccccc2-c2ccccc21,-5,-18,-4,-11,2,-2,-4,-1.3,3,19,-30
CCOc1ccccc1NC(=O)CCS(=O)(=O)c1ccc(Br)cc1,-4,-22,16,-5,7,-1,5,-0.5,6,11,2
O=C(NC1CCCCCC1)C1CCN(S(=O)(=O)c2cccc3cccnc23)CC1,3,-2,5,0,-28,-1,-10,-0.4,2,8,-10
COc1ccc(N2CCCC2)c(NC(=O)c2ccc(Br)o2)c1,-5,9,-3,-45,5,2,-8,-1.4,2,2,25
O=C(Nc1ccc(F)cc1)C1CCCN(C2=NS(=O)(=O)c3ccccc32)C1 (configuration not stated),-1,16,-16,-10,3,-3,4,-1.6,0,4,-1

Continuation:
Molecule,NOD2-RIPK2 inh,SRC3 inh,NR2F2 inh,NCOA1 inh,NCOA2 inhibitor,EBV LMP1 NFkB,TLR9-MyD88 block,MC4R ag barr,ABHD5-PLIN5 inh,MC4R antagonist,LRH-1 inv ag
COc1ccc2c(c1)C(C)=CC(C)(C)N2S(=O)(=O)c1ccc(C)cc1,1,7,-67,-32,-11,3,-1,-2.6,0,-13,21
Cc1n[nH]c(C)c1N1C(=O)c2cccc3c(N4CCCCCC4)ccc(c23)C1=O,38*,8,12,-5,3,9,27*,-0.1,-2,9,14
COc1cc2c(cc1NC(=O)COC(=O)CNS(=O)(=O)c1ccc(C)cc1)oc1ccccc12,-1,-13,-10,-20,-31,-4,0,-1.1,-1,30*,-9
COCc1cc(=O)[nH]c(SCCS(=O)(=O)c2ccc(Cl)cc2Cl)n1,0,17,-27,6,23,5,-18,-2.0,8,-18,9
CCN(CC)C(=O)c1sc(NC(=O)c2cccnc2)c(C(=O)OC)c1C,-5,0,8,8,14,1,-7,-2.2,-4,10,9
COc1cccc(C(C)(O)c2nc(-c3cccc(C#N)c3)cs2)c1 (configuration not stated),-5,14,22,12,17,·,·,-0.3,0,-3,50
Cc1nnc(SCc2cn3ccsc3n2)n(N)c1=O,2,0,-5,-9,15,-3,-16,-1.8,6,4,3
CC(C)CNC(=O)COC(=O)Cc1ccc(Cl)cc1,-4,-6,8,3,-3,-7,0,-2.3,3,5,9
